Compound activity: PubChem, several laboratories
Fam108B counter – mouse Fam108B serine hydrolase inhibitors, primary screen, counter-screen for RBBP9 inhibitor project, biochemical, fluorescence polarization; recombinant Fam108B, FP-Rh probe fluorescence polarization; inhibition, % at 9.51 µM; 300,000 tested, 0.33% active;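 active means inhibition above the screen mean inhibition plus 3 SD, computed separately per campaign, cut at about 18% in these data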;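 further: inhibitors lower polarization as less probe binds the enzyme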
AHR activator – AHR activators, primary screen, cell-based, luminescence, luciferase reporter, human; Aryl hydrocarbon receptor (Homo sapiens), P35869; AHR-responsive luciferase reporter cells; activation, % at 5 µM; 320,000 tested, 2.5% active; AID 2796, 2010; in the data active means activation above about 47%;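 further: 0% = vehicle wells and 100% = reference agonist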
pPAFAH inh – pPAFAH enzyme inhibitors, primary screen, biochemical, fluorescence polarization, human; Platelet-activating factor acetylhydrolase (Homo sapiens), Q13093; recombinant pPAFAH, FP-rhodamine probe fluorescence polarization; inhibition, % at 3.39 µM; 330,000 tested, 1.5% active; AID 463082, 2010;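 active means inhibition above the mean inhibition across the screen plus 3 SD, cut at about 25% in these data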;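 further: inhibitors block binding of the rhodamine activity-based probe so polarization drops; 0% = enzyme with DMSO and 100% = wells lacking pPAFAH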
Bcl-xL primary – inhibitors of human Bcl-xL, primary screen, biochemical, fluorescence polarization, HTS. Bcl-2-like protein 1 (Homo sapiens), Q07817. GST-Bcl-xL / FITC-Bim BH3 peptide fluorescence polarization. 320,000 tested, 0.7% active. inhibition, % at 10.9 µM;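 active means inhibition above the mean of all tested compounds plus 3 SD, cutoff set per campaign, cut at about 30% in these data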;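 further: 0% = DMSO wells and 100% = unlabeled Bim-BH3 peptide competitor; inhibitors lower millipolarization by displacing the labeled peptide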
PME-1 primary – PME-1 inhibitors via competitive probe labeling, primary screen, biochemical, fluorescence polarization, FP-Rh probe, HTS | 320,000 tested, 0.53% active | recombinant PME-1 | inhibition, % at 5.9 µM;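 active means inhibition above the campaign mean of all compounds plus 3 SD, cut at about 26% in these data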;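 further: competitive labeling of PME-1 active site by serine hydrolase directed probe; 0% = PME-1 with DMSO and 100% = wells lacking PME-1 enzyme; inhibitors block probe labeling so polarization falls and inhibition rises; many of its hits are not listed in these tables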
Target sequence (Q9Y570 whole entry, looked up): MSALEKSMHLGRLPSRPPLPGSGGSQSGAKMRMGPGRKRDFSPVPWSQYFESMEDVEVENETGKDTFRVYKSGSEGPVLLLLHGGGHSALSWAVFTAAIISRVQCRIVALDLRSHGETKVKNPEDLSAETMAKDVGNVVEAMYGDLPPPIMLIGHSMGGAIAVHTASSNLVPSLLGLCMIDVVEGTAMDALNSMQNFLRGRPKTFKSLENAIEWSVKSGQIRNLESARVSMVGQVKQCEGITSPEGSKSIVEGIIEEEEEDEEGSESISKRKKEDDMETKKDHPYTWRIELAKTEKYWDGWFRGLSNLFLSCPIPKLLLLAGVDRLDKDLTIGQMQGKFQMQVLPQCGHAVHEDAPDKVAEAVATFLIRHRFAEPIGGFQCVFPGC
GLD-1 TGE inh – GLD-1/TGE RNA complex disruptors, primary screen, biochemical, fluorescence polarization; inhibition, % at 5.96 µM; 320,000 tested, 0.44% active; purified GLD-1 + fluorescein TGE RNA; AID 2280, 2010;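 active means percent inhibition above a per-plate cutoff, the plate mean of test compounds plus 3 SD, cut at about 30% in these data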;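 further: 0% = DMSO wells with GLD-1 and probe and 100% = wells lacking GLD-1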
PAFAH1B2 inh – PAFAH1B2 enzyme inhibitors, primary screen, biochemical, fluorescence polarization, human | 340,000 tested, 1.2% active | AID 492953, 2010 | Platelet-activating factor acetylhydrolase IB subunit alpha2 (Homo sapiens), P68402 | inhibition, % at 3.39 µM | recombinant PAFAH1B2, FP-rhodamine activity probe;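 active means inhibition above the mean of all tested compounds plus 3 SD, cut at about 24% in these data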;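 further: 0% = enzyme with DMSO and 100% = wells lacking PAFAH1B2; many of its hits are not listed in these tables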
Target sequence (P68402 whole entry, looked up): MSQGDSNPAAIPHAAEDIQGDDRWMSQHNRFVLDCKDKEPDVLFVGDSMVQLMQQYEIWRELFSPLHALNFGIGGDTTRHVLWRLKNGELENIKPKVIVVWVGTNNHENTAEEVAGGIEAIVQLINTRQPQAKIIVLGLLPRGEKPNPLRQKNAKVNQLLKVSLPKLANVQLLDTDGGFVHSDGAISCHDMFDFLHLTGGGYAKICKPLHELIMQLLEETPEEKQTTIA
MEX-5 binding – MEX-5 zinc finger RNA-binding disruptors – biochemical, C. elegans, fluorescence polarization, MLPCN library, primary screen. activity score (negative = inhibition of binding), % at 10 µM. MEX-5/FITC-TCR2 RNA binding; stronger effect = lower value. 300,000 tested, 0.38% active;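 active means inhibition past about -25% in most replicates, and total fluorescence under double the plate's negative control median, limit read from the data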;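 further: 0% = DMSO and -100% = 5 µM competing unlabeled TCR2 RNA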
MCL1-BIM inh – inhibitors of MCL1 binding to BIM-BH3, primary screen, biochemical, fluorescence polarization; Induced myeloid leukemia cell differentiation protein Mcl-1 (Homo sapiens), Q07820; GST-MCL1 / FITC-Bim-BH3 fluorescence polarization; inhibition, % at 10.9 µM; 320,000 tested, 0.68% active; AID 2057, 2009;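 active means inhibition above the mean inhibition of all tested compounds plus 3 SD, set per campaign, cut at about 40% in these data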;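 further: 0% = DMSO wells and 100% = unlabeled Bim-BH3 peptide control; higher means more loss of mP so more displacement of Bim peptide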
Target sequence (Q07820 whole entry, looked up): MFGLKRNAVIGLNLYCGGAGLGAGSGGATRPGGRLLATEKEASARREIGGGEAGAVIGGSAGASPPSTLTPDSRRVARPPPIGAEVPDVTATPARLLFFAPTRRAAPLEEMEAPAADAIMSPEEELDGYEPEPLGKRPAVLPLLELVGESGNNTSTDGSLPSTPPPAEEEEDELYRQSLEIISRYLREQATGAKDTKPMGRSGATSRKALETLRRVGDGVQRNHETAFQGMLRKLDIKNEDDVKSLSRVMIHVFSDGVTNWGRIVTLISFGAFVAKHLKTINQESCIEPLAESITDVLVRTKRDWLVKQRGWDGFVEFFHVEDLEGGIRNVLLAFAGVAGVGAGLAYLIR
Active calls of the source: *; · = no result given.

SMILES	Fam108B counter	AHR activator	pPAFAH inh	Bcl-xL primary	PME-1 primary	GLD-1 TGE inh	PAFAH1B2 inh	MEX-5 binding	MCL1-BIM inh
COc1cccc(-c2cc(C(=O)O)no2)c1	-1.7	0.5	-2.6	-1.8	-7.3	-5.5	0.5	-2.5	-3.8
COC(=O)C1C2C=CC3(CN(c4ccc(Cl)c(F)c4)C(=O)C13)O2 (stereo unspecified)	-1.7	4.0	-0.2	-0.7	-1.2	-6.4	-1.6	-1.0	-5.9
O=C(CSc1nnc(-c2ccco2)n1Cc1ccccc1)NC(=O)NCc1ccco1	-7.0	1.8	5.1	-0.2	5.5	3.3	2.2	0.4	-5.2
COCCNC(=S)Nc1ccccc1Cc1ccccc1	2.0	1.0	1.3	5.4	-7.5	6.4	10.3	-2.7	1.9
Cc1cc(N/N=C/c2cccc(Cl)c2)nc(NCc2ccccc2)n1	1.6	34.8	-3.8	4.0	-9.9	0.9	-0.1	-0.1	10.6
Cc1snc(S(=O)(=O)Cc2c(Cl)cccc2Cl)c1C#N	1.3	-2.8	3.2	3.5	3.4	1.8	5.1	0.0	-7.3
Cc1ccc(NC(=O)COc2ccc(Br)cc2CO)cc1S(=O)(=O)N1CCOCC1	·	0.3	-0.8	·	·	7.6	0.7	·	·
CC1(C)CC(=O)C2=C(C1)OC1OC(=O)CC21C (stereo unspecified)	-1.8	-0.3	3.6	4.5	4.2	-5.0	1.4	1.7	6.8
CCOC(=O)Cn1c(=O)c2c(nc(Br)n2Cc2ccccc2Cl)n(C)c1=O	4.2	1.4	4.0	5.3	3.1	3.4	1.8	2.0	2.1
Cc1cc2cc(CNC(=O)c3cccs3)ccc2[nH]1	3.4	2.9	3.6	24.8	4.2	22.8	3.3	-1.0	25.9
COc1ccc(C(=O)NC(=S)Nc2ccccc2[N+](=O)[O-])cc1OC	-4.2	-0.1	-5.6	1.2	-6.3	4.7	1.1	-2.1	10.5
Cc1cc(=O)[nH]c2nnc(SCC(=O)N3CC(C)OC(C)C3)n12 (stereo unspecified)	1.5	-2.0	6.5	4.7	-1.0	0.2	1.4	-1.5	5.8
COc1cccc(NC(=O)COc2ccccc2)c1	-1.8	-0.2	2.8	5.3	-0.3	-4.2	1.0	-1.4	8.0
COc1ccccc1N1CC(C)C(=O)NC1=S (stereo unspecified)	-1.4	-2.1	0.0	1.1	-3.2	1.7	2.2	-1.7	7.5
CC(=O)Nc1ccc(S(=O)(=O)N(CCc2ccccc2)CC(=O)N/N=C/c2ccc(C(=O)O)cc2)cc1	0.2	4.6	6.2	-3.0	-3.9	-1.2	10.2	0.9	-4.2
Cc1cccc2cc(CN(CC3CCCO3)C(=O)c3cccnc3)c3nnnn3c12 (stereo unspecified)	3.3	4.0	4.6	3.4	-0.7	-7.8	-0.6	-2.8	-3.2
CN(CC(=O)Nc1ccc(Cl)c(Cl)c1)C(=O)C1CCCC1	·	0.4	-0.6	2.6	-1.3	1.7	2.4	·	1.0
CC1Sc2ccc(S(=O)(=O)NCCc3ccc(S(N)(=O)=O)cc3)cc2NC1=O (stereo unspecified)	3.2	-0.8	2.2	-0.9	-1.4	5.6	3.3	-1.4	-3.7
O=C(NNS(=O)(=O)c1ccccc1)c1ccc(F)cc1	2.3	0.2	7.4	-1.2	2.8	6.9	-0.3	1.4	0.5
CS(=O)(=O)Nc1ccc(C(=O)Nc2ccccc2-c2ccccc2)cc1	1.2	1.2	3.1	6.5	0.3	-2.8	6.1	-2.5	6.8
CC(=O)Nc1ccc(-c2csc(NC(=O)C3CCN(S(=O)(=O)c4cccs4)CC3)n2)cc1	-1.9	-0.9	0.0	-6.8	-4.3	5.1	-0.2	-0.6	-4.6
CCCCCCCCn1c(=O)c(C(=O)OCC)c(O)c2ccccc21	2.5	-0.1	4.7	0.8	-0.8	7.8	24.3*	-4.1	-1.9
COc1cc(CC(=O)Nc2cccc(C(F)(F)F)c2)cc(OC)c1OC	2.8	-0.5	-0.5	8.4	-2.0	4.6	-3.6	1.3	2.2
COc1ccc(/C=C(\NC(=O)c2ccc([N+](=O)[O-])cc2)C(=O)NCCN2CCOCC2)cc1	-1.5	-0.5	1.5	-2.6	-3.1	-6.7	7.1	1.7	-6.0
CN(Cc1ccccc1)C(=O)c1ccccc1C(=O)OCC(=O)N(Cc1ccccc1)C(C)(C)C	·	-1.6	6.6	·	·	2.9	18.8	·	·
Cc1c(NC(=O)C2(c3ccccc3)CCCC2)c(=O)n(-c2ccccc2)n1C	2.5	5.1	1.0	-5.6	-5.4	8.2	16.2	-0.5	-3.8
COc1ccccc1C(=O)c1cc2ccc(O)cc2oc1=O	-0.8	4.5	5.2	2.3	3.6	-3.8	4.1	-2.2	0.9
COc1ccc(C)cc1N(C(=O)COc1ccccc1)c1nc2ccccc2s1	-0.8	30.1	3.7	-0.2	-3.9	0.2	-1.9	2.2	-7.4
Cc1c(NC(=O)Nc2ccc3c(c2)OCO3)c(=O)n(-c2ccccc2)n1C	-2.4	0.1	3.9	7.1	0.3	0.5	1.7	-0.5	11.1
O=C(CN(Cc1ccccc1F)C(=O)Cn1nnc(-c2cccs2)n1)NC1CCCCC1	4.9	3.2	-2.5	-1.2	3.1	-3.0	8.0	0.2	-1.5

Of the compounds above, three contain a thiophene ring, fused or not:
SMILES	Fam108B counter	AHR activator	pPAFAH inh	Bcl-xL primary	PME-1 primary	GLD-1 TGE inh	PAFAH1B2 inh	MEX-5 binding	MCL1-BIM inh
Cc1cc2cc(CNC(=O)c3cccs3)ccc2[nH]1	3.4	2.9	3.6	24.8	4.2	22.8	3.3	-1.0	25.9
CC(=O)Nc1ccc(-c2csc(NC(=O)C3CCN(S(=O)(=O)c4cccs4)CC3)n2)cc1	-1.9	-0.9	0.0	-6.8	-4.3	5.1	-0.2	-0.6	-4.6
O=C(CN(Cc1ccccc1F)C(=O)Cn1nnc(-c2cccs2)n1)NC1CCCCC1	4.9	3.2	-2.5	-1.2	3.1	-3.0	8.0	0.2	-1.5

Going on with the list:
SMILES	Fam108B counter	AHR activator	pPAFAH inh	Bcl-xL primary	PME-1 primary	GLD-1 TGE inh	PAFAH1B2 inh	MEX-5 binding	MCL1-BIM inh
CCC1CCCCN1CCCNC(=O)c1csc2c1CCCCC2 (stereo unspecified)	-2.1	0.4	6.0	4.5	-6.6	7.2	6.1	-0.4	7.2
CCN1CCC(NC(=O)Nc2cc(Cl)ccc2OC)CC1	-3.7	6.6	-3.1	9.8	4.3	-1.4	2.7	-0.2	9.6
O=S(=O)(CCc1nc2ccccc2s1)c1ccc(Cl)cc1	-0.9	-0.8	0.6	0.0	11.0	1.7	14.8	0.6	2.2
CCN(CC)CCN(C(=O)c1cc2ccccc2cc1OC)c1nc2ccc(OC)cc2s1	3.4	5.6	-5.2	0.9	-3.1	-1.7	-2.4	0.8	-3.8
CCOC(=O)c1sc(NC(=O)CSc2nccn2C)nc1C	-0.6	2.7	5.9	1.8	0.6	-1.1	-1.8	1.4	-0.9
C/C=C(/C)C(=O)OC1c2c(ccc3ccc(=O)oc23)OC(C)(C)C1OC(C)=O (stereo unspecified)	2.1	0.7	2.7	2.0	24.0	-6.1	3.6	1.9	-3.1
NC(=O)CSc1nnc(NC(=O)c2ccc3ccccc3c2)s1	-3.5	13.8	-2.4	0.8	-10.2	-1.6	10.2	0.2	3.1
COC(=O)c1ccc(NC(=S)NCCc2ccc(OC)cc2)cc1	0.7	0.7	-4.9	3.1	-3.0	-0.2	1.9	-3.3	2.9
Cc1nnc(SCC(=O)N2CCN(c3ccccc3)CC2)n1-c1ccccc1	4.4	1.3	-0.6	-12.2	-3.0	-3.0	1.2	-1.5	-15.8
C[N+]1(CC2COC3(CCCCC3)O2)CCCC1 (stereo unspecified)	4.3	-2.4	10.5	-7.0	0.4	6.1	4.1	-0.3	-19.0
O=C(Nc1ccccc1)c1cccc(C(=O)Nc2ccccc2)n1	-0.3	2.0	-1.9	5.8	0.3	-0.8	1.3	-1.3	5.8
O=C(CC1C(=O)NCCN1Cc1cccc(Oc2ccccc2)c1)NCCn1cccn1 (stereo unspecified)	2.8	-1.2	4.3	16.3	4.9	13.9	2.9	-2.1	18.1
COc1ccccc1NC(=S)NCc1ccccc1Cl	5.5	8.8	0.3	1.1	7.7	1.1	1.0	1.5	10.7
N#CC(c1ccccc1)c1ccc(=O)[nH]n1 (stereo unspecified)	0.5	2.4	1.3	1.4	4.2	-3.4	-0.1	2.0	3.8
O=c1cc2c(n[nH]1)-c1ccccc1CC2	-1.7	-3.9	3.4	0.2	-4.1	-1.1	1.4	-1.3	-0.1
Cc1cc(C)n2nc(C(=O)Nc3ccc4c(c3)OCO4)cc2n1	0.7	-9.8	15.4	3.7	0.2	2.2	-0.5	0.8	4.1
COc1ccc(S(=O)(=O)Nc2cccc(-c3ccc(N4CCCCCC4)nn3)c2)c(OC)c1	-14.6	2.4	4.6	0.9	1.2	-0.3	0.0	3.2	0.1
COc1ccc(C(=O)C2CCCN(C(=O)Cc3c(C)noc3C)C2)cc1OC (stereo unspecified)	2.2	1.7	-0.9	-6.2	0.3	2.3	-1.9	-1.0	-1.2
O=C(Cc1ccccc1)NCC(=O)N/N=C/c1cccs1	0.4	8.0	-4.9	-2.0	3.0	-4.6	10.1	0.3	-2.5
COc1cc(C2(c3ccc(O)c(OC)c3)C(=O)Nc3c(Br)cc(Br)cc32)ccc1O	5.7	1.5	1.2	1.7	-3.5	-2.3	24.9*	2.3	6.5
CC(C(=O)N1CCOCC1)N1C(=O)c2cccc3cccc(c23)C1=O (stereo unspecified)	-4.1	-0.4	7.7	2.0	4.0	-1.6	2.2	-4.7	5.6
CC(=O)Nc1ccc(-c2ccc(NC(C)=O)c(O)c2)cc1O	-1.7	13.7	2.8	-1.6	-4.5	-5.8	-5.4	1.9	4.0
CN1CCSc2ccc(C(=O)NCc3ccccc3)cc21	1.2	61.8*	7.5	-1.8	-0.9	-3.0	-3.5	-4.4	0.6
O=C(COC(=O)c1cccnc1Cl)Nc1ccc(N2CCCCC2)cc1	·	0.9	5.9	-7.0	6.9	7.1	5.0	·	-11.8
COc1ccc(C(=O)c2ccc(OC)cc2OC)cc1	-3.0	0.4	-7.5	0.1	-7.2	0.1	3.2	1.6	3.3
Cc1ccc(N2CCN(C(=O)N3CCCC3)CC2)cc1Cl	-2.6	-4.6	7.9	-0.9	-3.9	-4.0	-2.2	0.8	-3.6
CCCc1ccc(C(=O)O/N=C(\N)c2ccccn2)cc1	-1.3	-14.8	13.3	1.0	-6.0	8.5	2.4	2.0	0.8
Cc1cc(C)n(CC(=O)Nc2cccc(C(F)(F)F)c2)n1	0.2	-1.3	3.0	7.7	6.2	8.7	1.6	-0.4	2.3
C/C=C/C=[N+](\[O-])C(C)/C(=N/O)c1ccc(F)cc1 (stereo unspecified)	2.5	1.8	2.7	5.3	-1.9	2.5	3.1	-0.3	1.7
Oc1ccccc1-c1cc(C(F)(F)C(F)F)nc(-c2ccccc2)n1	1.2	3.4	4.8	1.4	3.4	6.6	1.3	-0.3	-5.3

Not all compounds are listed; count on the stated rates, not on these rows.
